Screens from PubChem BioAssay.
HGIII-sPLA2 inh – human group III sPLA2 inhibitors, primary screen, biochemical, QFRET, BODIPY PC-A2 liposome substrate. QFRET BODIPY PC-A2 liposome hydrolysis, fluorescence. inhibition, % at 12.2 µM. hit rate 0.56% among 370,000. AID 743126, 2013;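 active = inhibition above mean plus 3 SD of compounds lying within the high and low control bounds, cut at about 19% in these data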;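 note: 0% = median of test compound wells and 100% = no enzyme DMSO wells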
Tn7 DDE FP – inhibitors of Tn7 peptide binding to fibrin DD(E), primary screen, biochemical, fluorescence polarization, human fibrin, Tn7 probe | inhibition, % at 8.3 µM | Fibrinogen beta chain (Homo sapiens), P02675 | FP displacement of FITC-Tn7 peptide from fibrin DD(E); 0% = median of compound wells per plate | hit rate 0.13% among 370,000;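 active = inhibition above the mean of compounds falling within the control limits plus 3 SD of them, cut at about 14% in these data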;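 note: 0% = plate median of compound wells and 100% = 10 µM Aha-Tn7 peptide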
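System: human fibrin DD(E); quantity: Fibrin-DD(E) at 2 µM final; also added: fluorescent Tn7 probe at 0.1 µM; compound dosing: single nominal test concentration of 8.3 µM per compound; schedule: 10 min preincubation, 3 h with tracer, room temperature; detection: fluorescence polarization of the labelled Tn7 tracer; repeats: one replicate per compound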
UHRF1 binding – UHRF1 methylated DNA binding inhibitors, primary screen, counter-screen for MBD2 inhibitor project, biochemical, TR-FRET, human UHRF1, single concentration; UHRF1 binding to methylated oligo; inhibition, % at 4.4 µM; hit rate 0.75% among 370,000; AID 687016, 2013; in the data active = inhibition above about 21%;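 note: UHRF1 SRA domain binding a hemimethylated CpG hairpin DNA probe; 0% = median of test compound wells and 100% = reference inhibitor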
PLC-beta3 inh – human PLC-beta3 inhibitors, primary screen, biochemical, fluorescence; 1-phosphatidylinositol 4,5-bisphosphate phosphodiesterase beta-3 (Homo sapiens), Q01970; Purified PLC-beta3, fluorogenic substrate; inhibition, % at 12.2 µM; hit rate 0.18% among 370,000; AID 720704, 2013; in the data active = inhibition above about 11%;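 note: 0% = median of compound wells on plate and 100% = full blocker control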
DDE Tn6 FP inh – inhibitors of Tn6 peptide binding to fibrin DD(E), primary screen, biochemical, fluorescence polarization, human fibrin, Tn6 probe; Fibrinogen beta chain (Homo sapiens), P02675; Fibrin DD(E) TRITC-Tn6 fluorescence polarization displacement; inhibition, % at 8.3 µM; hit rate 0.21% among 370,000;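 active = inhibition above a per-campaign cutoff: mean of compounds within control limits plus 3 SD, cut at about 15% in these data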;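 note: 0% = median of all compound wells on the plate and 100% = blocking peptide control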
PLC-gamma1 inh – PLC-gamma1 enzyme inhibitors, primary screen, biochemical, fluorescence, purified enzyme; fluorogenic substrate; 1-phosphatidylinositol 4,5-bisphosphate phosphodiesterase gamma-1 (Homo sapiens), P19174; AID 720700, 2013; hit rate 0.84% among 370,000; inhibition, % at 12.2 µM; in the data active = inhibition above about 9.5%
Target sequence (P19174 whole entry, looked up): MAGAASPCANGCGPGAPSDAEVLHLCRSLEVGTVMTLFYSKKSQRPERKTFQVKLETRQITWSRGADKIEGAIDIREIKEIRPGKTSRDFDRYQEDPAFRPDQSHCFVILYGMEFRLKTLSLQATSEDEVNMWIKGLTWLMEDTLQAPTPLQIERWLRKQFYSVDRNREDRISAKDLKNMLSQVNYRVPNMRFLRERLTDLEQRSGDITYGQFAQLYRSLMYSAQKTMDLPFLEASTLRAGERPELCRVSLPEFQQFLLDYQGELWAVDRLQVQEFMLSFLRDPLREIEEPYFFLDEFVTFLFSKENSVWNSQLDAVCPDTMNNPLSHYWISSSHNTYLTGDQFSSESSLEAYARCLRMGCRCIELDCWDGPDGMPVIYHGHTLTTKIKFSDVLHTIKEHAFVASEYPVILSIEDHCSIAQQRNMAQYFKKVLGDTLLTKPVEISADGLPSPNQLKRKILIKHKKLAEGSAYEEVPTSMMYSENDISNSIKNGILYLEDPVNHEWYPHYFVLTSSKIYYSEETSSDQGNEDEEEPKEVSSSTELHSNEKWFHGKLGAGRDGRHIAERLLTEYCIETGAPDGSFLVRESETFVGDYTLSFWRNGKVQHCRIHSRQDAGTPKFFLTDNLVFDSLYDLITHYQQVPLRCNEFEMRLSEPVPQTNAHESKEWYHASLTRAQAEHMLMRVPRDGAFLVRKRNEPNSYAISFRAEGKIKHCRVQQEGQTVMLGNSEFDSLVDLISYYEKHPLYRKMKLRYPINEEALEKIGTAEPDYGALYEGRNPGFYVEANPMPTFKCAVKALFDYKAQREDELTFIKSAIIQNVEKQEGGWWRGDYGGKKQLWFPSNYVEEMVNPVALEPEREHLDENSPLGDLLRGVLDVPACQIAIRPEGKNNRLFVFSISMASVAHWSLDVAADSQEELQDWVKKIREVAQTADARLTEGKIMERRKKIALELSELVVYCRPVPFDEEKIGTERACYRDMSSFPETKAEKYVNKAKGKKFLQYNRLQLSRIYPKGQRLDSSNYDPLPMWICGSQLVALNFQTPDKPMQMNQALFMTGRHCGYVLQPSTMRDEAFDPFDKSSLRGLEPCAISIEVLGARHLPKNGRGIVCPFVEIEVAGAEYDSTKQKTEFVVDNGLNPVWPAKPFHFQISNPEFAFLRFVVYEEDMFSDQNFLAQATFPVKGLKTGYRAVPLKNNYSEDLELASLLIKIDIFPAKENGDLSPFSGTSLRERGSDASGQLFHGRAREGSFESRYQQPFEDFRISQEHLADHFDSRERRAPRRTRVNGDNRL
ASAP1 inh – inhibitors of human ASAP1 ArfGAP activity, primary screen, biochemical, fluorescence polarization. Arf-GAP with SH3 domain, ANK repeat and PH domain-containing protein 1 (Homo sapiens), …. ASAP1-stimulated ARF1 GTP hydrolysis, GDP FP detection. inhibition, % at 16.5 µM. hit rate 0.19% among 360,000. AID 624377, 2012; in the data active = inhibition above about 25%;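 note: 0% = vehicle with enzyme and substrate and 100% = no enzyme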
ARFGAP1 inh – inhibitors of rat ARFGAP1 GAP activity, primary screen, biochemical, fluorescence polarization, GDP tracer. ADP-ribosylation factor GTPase-activating protein 1 (Rattus norvegicus), Q62848. Arfgap1-stimulated ARF1 GTP hydrolysis, GDP FP detection. inhibition, % at 16.5 µM. hit rate 0.26% among 360,000;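 active = inhibition above a per-plate limit, mean inhibition of low control wells plus 3 SD, cut at about 25% in these data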;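 note: 0% = DMSO wells with enzyme and 100% = wells lacking Arfgap1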
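Material: rat Arfgap1 GAP domain (His6, aa 1-136), purified enzyme. Also added: human ARF1(Δ1-17)-GTP substrate. Compound dosing: 16.5 µM single point, 1.26% DMSO. Timing: enzyme reaction 120 min at 25 °C after 20 min preincubation. Signal: GDP detection by fluorescence polarization. Read-out basis: percent inhibition of GAP-stimulated GDP formation, scaled between DMSO and no-Arfgap1 medians.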
NR1D1 modulator – modulators of Rev-erb alpha DNA binding, primary screen, biochemical, FITC-DNA, fluorescence polarization, uHTS; AID 1259318, 2017; hit rate 0.79% among 370,000; Nuclear receptor subfamily 1 group D member 1 (Homo sapiens), P20393; Rev-erbα–FITC-DNA binding, 90 min; activity, % at 10 µM;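 active = activity above about 14%, limit read from the data; passing the limit was not always enough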;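 note: 0% = DMSO wells with 35 nM protein and 100% = DMSO wells with 750 nM protein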
proKLK7 act – proKLK7 zymogen activators, primary screen, biochemical, fluorescence intensity. Kallikrein-7 (Homo sapiens), P49862. purified proKLK7, EDANS-DABCYL substrate fluorescence; 100% is mature enzyme control, 0% vehicle. activation, % at 7 µM. hit rate 0.9% among 370,000;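 active = activation above the mean of all tested compounds plus 3 SD, computed per campaign excluding outliers beyond control limits, cut at about 13% in these data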
Active calls of the source: *.

For CCOc1ccc(NC(=O)CCCn2c(=S)[nH]c3ccsc3c2=O)cc1 the results were HGIII-sPLA2 inh 5, Tn7 DDE FP 10, UHRF1 binding -2, PLC-beta3 inh 0, DDE Tn6 FP inh 10, PLC-gamma1 inh -2, ASAP1 inh -6, ARFGAP1 inh -4, NR1D1 modulator -7 and proKLK7 act 0.2.
For O=C(O)c1c(-n2cccc2)sc2c1CCCC2 the results were HGIII-sPLA2 inh -6, Tn7 DDE FP 4, UHRF1 binding -1, PLC-beta3 inh -3, DDE Tn6 FP inh 5, PLC-gamma1 inh -4, ASAP1 inh -5, ARFGAP1 inh 3, NR1D1 modulator -4 and proKLK7 act 0.4.
Screening F[B-](F)(F)c1cnc2ccccc2c1 returned HGIII-sPLA2 inh 1, Tn7 DDE FP 3, UHRF1 binding -4, PLC-beta3 inh -1, DDE Tn6 FP inh 10, PLC-gamma1 inh -4, ASAP1 inh 1, ARFGAP1 inh -5, NR1D1 modulator 8 and proKLK7 act 0.4.
For Cc1cc(NC(=O)C2C3C=CC(C3)C2C(=O)O)no1 (stereo not drawn) the results were HGIII-sPLA2 inh 4, Tn7 DDE FP 5, UHRF1 binding 0, PLC-beta3 inh 4, DDE Tn6 FP inh 1, PLC-gamma1 inh -1, ASAP1 inh -7, ARFGAP1 inh 10, NR1D1 modulator -8 and proKLK7 act 0.7.
For COc1ccc2cc(C(=O)CS(=O)(=O)c3ccccc3)c(=O)oc2c1 the results were HGIII-sPLA2 inh -3, Tn7 DDE FP 2, UHRF1 binding 1, PLC-beta3 inh -42, DDE Tn6 FP inh -2, PLC-gamma1 inh -22, ASAP1 inh -2, ARFGAP1 inh -7, NR1D1 modulator 0 and proKLK7 act 4.4.
Screening C/C(Nc1ccc(Cl)c(Cl)c1)=C1/CCOC1=O returned HGIII-sPLA2 inh -4, Tn7 DDE FP -5, UHRF1 binding 0, PLC-beta3 inh 0, DDE Tn6 FP inh 2, PLC-gamma1 inh 3, ASAP1 inh 4, ARFGAP1 inh -5, NR1D1 modulator 0 and proKLK7 act 0.4.
Screening O=C(CN1C(=O)C2C3C=CC(C3)C2C1=O)NCC1COc2ccccc2O1 (stereo not drawn) returned HGIII-sPLA2 inh 1, Tn7 DDE FP 4, UHRF1 binding -2, PLC-beta3 inh 2, DDE Tn6 FP inh 1, PLC-gamma1 inh -3, ASAP1 inh 3, ARFGAP1 inh 14, NR1D1 modulator -6 and proKLK7 act -0.2.
`Fc1c(F)c(F)c(SCn2cc(Br)cn2)c(F)c1F` gave HGIII-sPLA2 inh -1, Tn7 DDE FP -1, UHRF1 binding 0, PLC-beta3 inh -1, DDE Tn6 FP inh -3, PLC-gamma1 inh -1, ASAP1 inh 1, ARFGAP1 inh -12, NR1D1 modulator 2 and proKLK7 act 0.6.
Cc1ncc([N+](=O)[O-])n1Cc1ccc(Cl)cc1 was read as HGIII-sPLA2 inh 0, Tn7 DDE FP -5, UHRF1 binding -2, PLC-beta3 inh -2, DDE Tn6 FP inh -5, PLC-gamma1 inh 4, ASAP1 inh 8, ARFGAP1 inh 9, NR1D1 modulator 0 and proKLK7 act 0.1.
CC(=O)Nc1ccc(S(=O)(=O)Nc2nc3ccccc3nc2Nc2cccc(O)c2)cc1 was read as HGIII-sPLA2 inh -26, Tn7 DDE FP 11, UHRF1 binding -2, PLC-beta3 inh -46, DDE Tn6 FP inh 2, PLC-gamma1 inh -25, ASAP1 inh 15, ARFGAP1 inh 11, NR1D1 modulator -2 and proKLK7 act 0.4.
Screening CC(=O)c1ccc(NC(=O)CSc2nccn2C)cc1 returned HGIII-sPLA2 inh 0, Tn7 DDE FP 6, UHRF1 binding 0, PLC-beta3 inh -7, DDE Tn6 FP inh 0, PLC-gamma1 inh 2, ASAP1 inh 5, ARFGAP1 inh 0, NR1D1 modulator -8 and proKLK7 act 0.3.
CSc1nc2ccc(NS(=O)(=O)c3ccc(Br)s3)cc2s1 was read as HGIII-sPLA2 inh -23, Tn7 DDE FP 2, UHRF1 binding 0, PLC-beta3 inh -13, DDE Tn6 FP inh -13, PLC-gamma1 inh -2, ASAP1 inh 0, ARFGAP1 inh 5, NR1D1 modulator 9 and proKLK7 act -0.8.
O=C(Nc1ccnn1C1CCN(Cc2ccccc2OCCO)CC1)c1cccc(F)c1 was read as HGIII-sPLA2 inh -10, Tn7 DDE FP 4, UHRF1 binding -3, PLC-beta3 inh 2, DDE Tn6 FP inh 6, PLC-gamma1 inh 4, ASAP1 inh 10, ARFGAP1 inh 1, NR1D1 modulator 2 and proKLK7 act -0.8.
COc1ccc(NC(=O)C[C@H]2C(=O)N(Cc3ccccc3)C[C@@H]2c2ccc(OC)cc2)cc1 was read as HGIII-sPLA2 inh -1, Tn7 DDE FP 1, UHRF1 binding -1, PLC-beta3 inh -4, DDE Tn6 FP inh -2, PLC-gamma1 inh -1, ASAP1 inh -5, ARFGAP1 inh -4, NR1D1 modulator -3 and proKLK7 act -0.1.
Screening COc1ccc(CNC(=O)C2COc3ccccc3O2)c(OC)c1 (stereo not drawn) returned HGIII-sPLA2 inh 1, Tn7 DDE FP 3, UHRF1 binding 2, PLC-beta3 inh 2, DDE Tn6 FP inh -8, PLC-gamma1 inh 2, ASAP1 inh -15, ARFGAP1 inh 4, NR1D1 modulator 1 and proKLK7 act -0.4.
CCOc1ccccc1NC(=O)c1cc(-c2ccccn2)nc2ccccc12 was read as HGIII-sPLA2 inh 9, Tn7 DDE FP -1, UHRF1 binding -2, PLC-beta3 inh -7, DDE Tn6 FP inh -4, PLC-gamma1 inh 6, ASAP1 inh -2, ARFGAP1 inh -3, NR1D1 modulator 4 and proKLK7 act -0.2.
For Cc1ccc2c(c1)C1(SCCS1)C(=O)N2 the results were HGIII-sPLA2 inh 2, Tn7 DDE FP 3, UHRF1 binding 3, PLC-beta3 inh 2, DDE Tn6 FP inh 8, PLC-gamma1 inh -2, ASAP1 inh 4, ARFGAP1 inh -7, NR1D1 modulator -4 and proKLK7 act -0.6.
Screening Cc1cc(C)cc(OCCNC(=O)C2CCN(S(=O)(=O)c3ccccc3)CC2)c1 returned HGIII-sPLA2 inh -20, Tn7 DDE FP -1, UHRF1 binding 0, PLC-beta3 inh -6, DDE Tn6 FP inh -4, PLC-gamma1 inh 4, ASAP1 inh 11, ARFGAP1 inh 2, NR1D1 modulator -1 and proKLK7 act 0.2.
Cc1ccc(Sc2ccc(NC(=O)CCl)cc2)cc1C was read as HGIII-sPLA2 inh 5, Tn7 DDE FP 0, UHRF1 binding 0, PLC-beta3 inh -1, DDE Tn6 FP inh 6, PLC-gamma1 inh -5, ASAP1 inh 18, ARFGAP1 inh -1, NR1D1 modulator 5 and proKLK7 act -1.1.
For O=C1CCCN1c1ccc([N+](=O)[O-])cc1 the results were HGIII-sPLA2 inh -1, Tn7 DDE FP -5, UHRF1 binding -3, PLC-beta3 inh -1, DDE Tn6 FP inh 5, PLC-gamma1 inh 0, ASAP1 inh 13, ARFGAP1 inh 12, NR1D1 modulator 4 and proKLK7 act -0.5.
For CC(=O)Nc1cccc(-c2nc3ccccc3s2)c1C the results were HGIII-sPLA2 inh -5, Tn7 DDE FP -5, UHRF1 binding -1, PLC-beta3 inh 4, DDE Tn6 FP inh 5, PLC-gamma1 inh -1, ASAP1 inh -26, ARFGAP1 inh 0, NR1D1 modulator 1 and proKLK7 act 0.1.
O=C(CCCC(=O)c1ccccc1)NCc1ccccc1 was read as HGIII-sPLA2 inh 5, Tn7 DDE FP 2, UHRF1 binding 2, PLC-beta3 inh -1, DDE Tn6 FP inh 3, PLC-gamma1 inh 0, ASAP1 inh -7, ARFGAP1 inh 8, NR1D1 modulator -8 and proKLK7 act 0.1.
`COc1ccc(NC(=O)N2CCCC(C(=O)NCCc3ccccc3)C2)cc1` (stereo not drawn) gave HGIII-sPLA2 inh 0, Tn7 DDE FP -3, UHRF1 binding 0, PLC-beta3 inh -8, DDE Tn6 FP inh 3, PLC-gamma1 inh 3, ASAP1 inh 7, ARFGAP1 inh 2, NR1D1 modulator 4 and proKLK7 act -0.1.
CCOC(=O)CNC(=O)c1ccc2[nH]c3ccccc3c2c1 was read as HGIII-sPLA2 inh 0, Tn7 DDE FP -2, UHRF1 binding 3, PLC-beta3 inh -76, DDE Tn6 FP inh -1, PLC-gamma1 inh -60, ASAP1 inh 2, ARFGAP1 inh -3, NR1D1 modulator -4 and proKLK7 act 2.7.
`CC(NCCCSc1ccccc1)C(O)c1ccc(O)cc1` (stereo not drawn) gave HGIII-sPLA2 inh -3, Tn7 DDE FP 3, UHRF1 binding 0, PLC-beta3 inh 5, DDE Tn6 FP inh 0, PLC-gamma1 inh 5, ASAP1 inh -2, ARFGAP1 inh 13, NR1D1 modulator 6 and proKLK7 act 0.0.
For O=C(NCc1ccccc1)C(c1cccc2ccccc12)n1c(=O)c(-c2ccccc2)nc2ccccc21 (stereo not drawn) the results were HGIII-sPLA2 inh 6, Tn7 DDE FP -3, UHRF1 binding 3, PLC-beta3 inh -3, DDE Tn6 FP inh 2, PLC-gamma1 inh -1, ASAP1 inh -3, ARFGAP1 inh 5, NR1D1 modulator 24* and proKLK7 act 0.0.

Two compounds picked at random from those above, as already listed:
O=C(CCCC(=O)c1ccccc1)NCc1ccccc1 was read as HGIII-sPLA2 inh 5, Tn7 DDE FP 2, UHRF1 binding 2, PLC-beta3 inh -1, DDE Tn6 FP inh 3, PLC-gamma1 inh 0, ASAP1 inh -7, ARFGAP1 inh 8, NR1D1 modulator -8 and proKLK7 act 0.1.
For CC(=O)Nc1cccc(-c2nc3ccccc3s2)c1C the results were HGIII-sPLA2 inh -5, Tn7 DDE FP -5, UHRF1 binding -1, PLC-beta3 inh 4, DDE Tn6 FP inh 5, PLC-gamma1 inh -1, ASAP1 inh -26, ARFGAP1 inh 0, NR1D1 modulator 1 and proKLK7 act 0.1.

No enrichment for hits; any-hit rate near 4.5%.
